Screens deposited in PubChem BioAssay by Sanford-Burnham Center for Chemical Genomics.
APJ antag: antagonists of human apelin receptor APJ, primary screen, CHO-K1 cells, beta-arrestin complementation, luminescence; inhibition, % at 20 µM; hit rate 0.32% among 330,000; P35414; AID 2521, 2010;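 active = inhibition above about 40% at 20 µM, limit read from the data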;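 also: cells challenged with 10 nM apelin-13 agonist together with compound; plate controls were apelin-13 plus DMSO wells for no effect and DMSO wells lacking apelin-13 for full effect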
Target sequence (P35414 whole entry, looked up): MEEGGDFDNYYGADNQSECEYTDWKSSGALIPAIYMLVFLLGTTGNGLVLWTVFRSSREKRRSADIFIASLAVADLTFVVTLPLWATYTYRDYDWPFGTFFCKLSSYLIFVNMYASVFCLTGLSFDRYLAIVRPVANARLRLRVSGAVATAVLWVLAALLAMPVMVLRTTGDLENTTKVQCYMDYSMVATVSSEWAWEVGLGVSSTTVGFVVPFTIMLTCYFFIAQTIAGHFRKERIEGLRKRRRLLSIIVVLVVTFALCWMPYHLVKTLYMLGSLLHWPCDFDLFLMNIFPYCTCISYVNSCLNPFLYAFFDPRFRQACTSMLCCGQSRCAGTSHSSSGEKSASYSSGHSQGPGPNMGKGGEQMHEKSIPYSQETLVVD
UBC13 inh: UBC13 polyubiquitin chain formation inhibitors, primary screen, biochemical, TR-FRET, uHTS; AID 485273, 2010; Ubiquitin-conjugating enzyme E2 N (Homo sapiens), P61088; inhibition, % at 20 µM; hit rate 0.47% among 330,000; in the data active = inhibition above about 45%, passing the limit was not always enough
Target sequence (P61088 whole entry, looked up): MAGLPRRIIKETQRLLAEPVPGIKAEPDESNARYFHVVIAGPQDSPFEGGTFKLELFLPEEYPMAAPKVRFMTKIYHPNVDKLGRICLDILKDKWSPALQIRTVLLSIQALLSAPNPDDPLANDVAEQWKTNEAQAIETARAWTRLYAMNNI
APJ ag: agonists of human apelin receptor APJ, primary screen, CHO-K1 cells, PathHunter beta-arrestin, luminescence | P35414 | hit rate 0.11% among 330,000 | AID 2520, 2010 | 0% DMSO wells, 100% apelin | activation, % at 20 µM;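 active = activation more than six SD over the plate average, tested at 20 µM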;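 also: 0% = DMSO alone and 100% = apelin-13 at 10 nM; some results filed as inactive read as strong as hits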
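Assay system: CHO-K1 cells stably expressing ProLink-tagged human APJ and arrestin–beta-gal acceptor. Compound dosing: 20 µM single point, 1% DMSO. Times: 16-18 h seeding, 90 min dark compound exposure, 60 min detection. Detection: beta-gal luminescence. Evaluation: APJ–arrestin association signal. Controls: negative DMSO alone, positive Apelin-13 at 10 nM.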
ATG4B inh: ATG4B protease inhibitors, primary screen, biochemical, fluorescence, uHTS; inhibition, % at 8.33 µM; hit rate 0.51% among 340,000; AID 504462, 2011; ATG4B cleavage of LC3-PLA2, NBD-HPC fluorescence, 1 h; in the data active = inhibition above about 40%
Gli-Sufu block: Gli-Sufu pathway antagonists, primary screen, luciferase luminescence, Sufu-KO-LIGHT cells, uHTS; Sufu-KO-LIGHT fibroblasts, Gli luciferase reporter luminescence; inhibition, % at 5 µM; hit rate 0.74% among 340,000;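 active = inhibition above about 55%, limit read from the data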;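 also: 0% = DMSO-treated cells and 100% = wells with medium but no cells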
EBI2 block: EBI2 receptor antagonists, beta-arrestin recruitment, primary screen, cell-based, luminescence, 7a,25-OHC stimulation, uHTS; AID 651636, 2012; 7a,25-OHC stimulated; inhibition, % at 5 µM; G-protein coupled receptor 183 (Homo sapiens), P32249; hit rate 0.81% among 360,000; in the data active = inhibition above about 38%;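 also: enzyme fragment complementation signal reports receptor beta-arrestin coupling in cells; 0% = agonist plus DMSO wells and 100% = wells without agonist; some results beyond the cut were filed as inactive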
Target sequence (P32249 whole entry, looked up, the tested form may be a part): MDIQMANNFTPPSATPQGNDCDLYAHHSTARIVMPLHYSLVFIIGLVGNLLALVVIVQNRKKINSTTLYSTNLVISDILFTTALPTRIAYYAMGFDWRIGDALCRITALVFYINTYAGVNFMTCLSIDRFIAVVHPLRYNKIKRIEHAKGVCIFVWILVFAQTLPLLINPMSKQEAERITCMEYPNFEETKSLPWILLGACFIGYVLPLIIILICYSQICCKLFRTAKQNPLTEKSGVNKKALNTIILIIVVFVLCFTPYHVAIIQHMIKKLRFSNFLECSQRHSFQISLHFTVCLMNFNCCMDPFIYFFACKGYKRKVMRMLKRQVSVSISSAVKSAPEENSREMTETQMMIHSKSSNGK
CCR6 antagonist: CCR6 receptor antagonists, primary screen, cell-based, CHO-K1, luminescence, beta-arrestin, uHTS | C-C chemokine receptor type 6 (Homo sapiens), P51684 | CHO-K1 CCR6 PathHunter beta-arrestin, CCL20-stimulated | inhibition, % at 20 µM | hit rate 0.49% among 340,000 | AID 493098, 2011;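 active = compounds whose inhibition of the agonist-driven luminescence signal at 20 µM reaches about 50%, limit read from the data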;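 also: cells stimulated with CCL20 at 14 nM final; plate controls were DMSO with CCL20 for no effect and DMSO without agonist for full effect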
CXCR6 inh: CXCR6 receptor inhibitors, primary screen, cell-based, beta-arrestin, luminescence, CHO-K1 PathHunter, 1536-well; AID 602244, 2012; inhibition, % at 20 µM; hit rate 0.36% among 360,000; C-X-C chemokine receptor type 6 (Homo sapiens), O00574; in the data active = inhibition above about 34%, passing the limit was not always enough;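 also: antagonist mode with CXCL16 agonist at 10 nM final; 0% = 10 nM CXCL16 with DMSO and 100% = unstimulated wells without agonist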
* hit, by the source's call.

`COc1ccc2c(CC(=O)Nc3ccc(OC)nc3)coc2c1` gave APJ antag -8, UBC13 inh 19, APJ ag 1, ATG4B inh -5, Gli-Sufu block -21, EBI2 block -3, CCR6 antagonist 13 and CXCR6 inh 6.
Cc1cccc(NC(=O)CCC(=O)Nc2nnc(C(F)(F)F)s2)c1 was read as APJ antag -11, UBC13 inh -1, APJ ag 5, ATG4B inh -4, Gli-Sufu block 6, EBI2 block -18, CCR6 antagonist 9 and CXCR6 inh -6.
Screening COC/C=C/C1=CC2=CC(=O)C(C)(OC(=O)c3cnc4ccccc4n3)C(=O)C2=CN1C(CO)CO (configuration not stated) returned APJ antag -17, UBC13 inh -80, APJ ag 8, ATG4B inh -12, Gli-Sufu block -7, EBI2 block -26, CCR6 antagonist -4 and CXCR6 inh -11.
COc1ccc(C(=O)Nc2nnc(-c3ccc(F)cc3)s2)c(OC)c1 was read as APJ antag 4, UBC13 inh 30, APJ ag -1, ATG4B inh 4, Gli-Sufu block -24, EBI2 block 4, CCR6 antagonist 2 and CXCR6 inh -6.
Screening Nc1nnc(-c2cccnc2)s1 returned APJ antag 8, UBC13 inh 3, APJ ag -2, ATG4B inh 4, Gli-Sufu block 2, EBI2 block -22, CCR6 antagonist 7 and CXCR6 inh -4.
`Cc1ccc(C(C)C)cc1OCCOCCN1CCCC1` gave APJ antag -2, UBC13 inh 4, APJ ag -3, ATG4B inh -16, Gli-Sufu block 9, EBI2 block -6, CCR6 antagonist 15 and CXCR6 inh 7.
CN(C)c1ccc(NC(=S)N(CCc2ccccc2)C2CC(=O)N(c3c(Cl)cccc3Cl)C2=O)cc1 (configuration not stated) was read as APJ antag -3, UBC13 inh -3, APJ ag 1, ATG4B inh -18, Gli-Sufu block -9, EBI2 block 7, CCR6 antagonist 11 and CXCR6 inh 2.
`COc1ccc([C@@H]2C[C@H](c3ccccc3)Oc3cc(C)cc(C)c32)cc1` gave APJ antag 12, UBC13 inh -1, APJ ag -9, ATG4B inh -3, Gli-Sufu block 16, EBI2 block 16, CCR6 antagonist 11 and CXCR6 inh 2.
Screening O=C(O)c1ccc(N2CCN(Cc3ccc4c(c3)OCO4)CC2)c([N+](=O)[O-])c1 returned APJ antag 24, UBC13 inh -1, APJ ag -4, ATG4B inh 6, Gli-Sufu block 11, EBI2 block -5, CCR6 antagonist 4 and CXCR6 inh 3.
For Cc1cc2ccccc2n2c(SCC(=O)Nc3ccc(S(=O)(=O)N4CCC(C)CC4)cc3)nnc12 the results were APJ antag -2, UBC13 inh -6, APJ ag 0, ATG4B inh -21, Gli-Sufu block 13, EBI2 block 0, CCR6 antagonist 1 and CXCR6 inh -4.
Cc1cc(N2CCN(C)CC2)nc2ccc(NC(=S)NC3CC3)cc12 was read as APJ antag -3, UBC13 inh 3, APJ ag -1, ATG4B inh -4, Gli-Sufu block 5, EBI2 block -7, CCR6 antagonist 9 and CXCR6 inh -10.
CN1C(=O)C2(C(C#N)=C(N)Oc3n[nH]c(-c4ccc(Cl)cc4)c32)c2ccccc21 (configuration not stated) was read as APJ antag -23, UBC13 inh 2, APJ ag 7, ATG4B inh -14, Gli-Sufu block 5, EBI2 block -5, CCR6 antagonist -8 and CXCR6 inh -8.
For CN(C)c1cc[n+](Cc2ccccc2)cc1 the results were APJ antag 8, UBC13 inh 4, APJ ag 0, ATG4B inh -3, Gli-Sufu block 55*, EBI2 block -3, CCR6 antagonist 10 and CXCR6 inh -4.
Screening CCOC(=O)C1CCCN(C(=S)Nc2ccc(OC)cc2)C1 (configuration not stated) returned APJ antag 8, UBC13 inh 6, APJ ag -3, ATG4B inh -1, Gli-Sufu block 1, EBI2 block -5, CCR6 antagonist -1 and CXCR6 inh 8.
`O=C(COc1cccnc1[N+](=O)[O-])Nc1ccc(F)cc1` gave APJ antag 7, UBC13 inh -2, APJ ag 1, ATG4B inh 1, Gli-Sufu block -16, EBI2 block 4, CCR6 antagonist 0 and CXCR6 inh 6.
Screening O=C(c1cccc(Br)c1)N1CCN(c2ccccn2)CC1 returned APJ antag 17, UBC13 inh 2, APJ ag 1, ATG4B inh -4, Gli-Sufu block 4, EBI2 block 3, CCR6 antagonist 10 and CXCR6 inh -4.
For CCCN(CC(=O)Nc1ccccc1C)C(=O)c1ccc(N2CCCC(C)C2)c([N+](=O)[O-])c1 (configuration not stated) the results were ATG4B inh 6, Gli-Sufu block 16, EBI2 block 12, CCR6 antagonist 29 and CXCR6 inh 9.
CC(=O)Nc1cccc(C(=O)OCC(=O)c2ccc(S(=O)(=O)N3CCCCC3)cc2)c1 was read as APJ antag 49*, UBC13 inh -2, APJ ag -18, ATG4B inh -8, Gli-Sufu block -13, EBI2 block -8, CCR6 antagonist 54* and CXCR6 inh 42*.
`NC(=O)CN1C(=O)C(=O)N(Cc2ccc(F)cc2)C1=O` gave APJ antag 17, UBC13 inh -1, APJ ag 0, ATG4B inh -4, Gli-Sufu block 0, EBI2 block 7, CCR6 antagonist -8 and CXCR6 inh -3.
C/C(=N\NC(=O)CC(C)C)c1ccc(Cl)c(Cl)c1 was read as APJ antag 8, UBC13 inh 3, APJ ag 1, ATG4B inh -2, Gli-Sufu block -11, EBI2 block -5, CCR6 antagonist 1 and CXCR6 inh -3.
O=C(NC1CCCCC1)C1COc2ccccc2O1 (configuration not stated) was read as APJ antag 18, UBC13 inh 2, APJ ag -1, ATG4B inh 6, Gli-Sufu block -8, EBI2 block 10, CCR6 antagonist 8 and CXCR6 inh 4.
`CC1C(=O)Nc2ccccc2N1C(=O)c1ccccc1` (configuration not stated) gave APJ antag -2, UBC13 inh 3, APJ ag -1, ATG4B inh -8, Gli-Sufu block -6, EBI2 block -6, CCR6 antagonist -6 and CXCR6 inh 2.
For CC1CCCN(C(=O)C2CCCN(S(=O)(=O)c3cccc4nsnc34)C2)C1 (configuration not stated) the results were APJ antag -22, UBC13 inh -3, APJ ag 2, ATG4B inh -6, Gli-Sufu block 17, EBI2 block 1, CCR6 antagonist 13 and CXCR6 inh 1.
Screening COCCn1c(C)cc(O)c(C(=O)Nc2cccc(Cl)c2)c1=O returned APJ antag 5, UBC13 inh 4, APJ ag -5, ATG4B inh 26, Gli-Sufu block -9, EBI2 block -11, CCR6 antagonist 18 and CXCR6 inh -4.
Screening Cc1cccc(N2C(=O)C(CC(=O)Nc3cccc(F)c3)N(CCc3ccncc3)C2=O)c1 (configuration not stated) returned APJ antag 3, UBC13 inh 12, APJ ag -4, ATG4B inh 0, Gli-Sufu block -5, EBI2 block -6, CCR6 antagonist -8 and CXCR6 inh 9.
For O=S(=O)(c1ccccc1)C(/C=N\O)/C=C/c1ccccc1 (configuration not stated) the results were APJ antag 8, UBC13 inh -5, APJ ag -3, ATG4B inh -8, Gli-Sufu block 1, EBI2 block -11, CCR6 antagonist 11 and CXCR6 inh 8.
`CCn1cnc2cc(NC(=O)COc3ccc(C)cc3)ccc21` gave ATG4B inh -2, Gli-Sufu block 22, EBI2 block 34, CCR6 antagonist 12 and CXCR6 inh -4.
Screening Cc1cc(NC(=O)c2cc(-c3ccc(O)cc3)on2)no1 returned APJ antag -5, UBC13 inh 3, APJ ag 0, ATG4B inh 0, Gli-Sufu block -35, EBI2 block 2, CCR6 antagonist 9 and CXCR6 inh -1.
For O=C(OCC#CCSc1nnc(-c2cccc3ccccc23)o1)c1ccc2ccccc2c1 the results were APJ antag 7, UBC13 inh 19, APJ ag -4, ATG4B inh -11, Gli-Sufu block -5, EBI2 block 4, CCR6 antagonist 6 and CXCR6 inh 12.
Screening Cn1cc2ccc(N)cc2n1 returned ATG4B inh -5, Gli-Sufu block 4, EBI2 block -9, CCR6 antagonist 5 and CXCR6 inh -16.

3 entries drawn at random from the list so far:
Screening Cc1cc(NC(=O)c2cc(-c3ccc(O)cc3)on2)no1 returned APJ antag -5, UBC13 inh 3, APJ ag 0, ATG4B inh 0, Gli-Sufu block -35, EBI2 block 2, CCR6 antagonist 9 and CXCR6 inh -1.
CC(=O)Nc1cccc(C(=O)OCC(=O)c2ccc(S(=O)(=O)N3CCCCC3)cc2)c1 was read as APJ antag 49*, UBC13 inh -2, APJ ag -18, ATG4B inh -8, Gli-Sufu block -13, EBI2 block -8, CCR6 antagonist 54* and CXCR6 inh 42*.
For O=S(=O)(c1ccccc1)C(/C=N\O)/C=C/c1ccccc1 (configuration not stated) the results were APJ antag 8, UBC13 inh -5, APJ ag -3, ATG4B inh -8, Gli-Sufu block 1, EBI2 block -11, CCR6 antagonist 11 and CXCR6 inh 8.

(next part)
Screening CCOC(=O)c1sc(NC(=O)C2CC(=O)N(c3ccc(OCC)cc3)C2)nc1C (configuration not stated) returned APJ antag 7, UBC13 inh 6, APJ ag 0, ATG4B inh -1, Gli-Sufu block 0, EBI2 block 8, CCR6 antagonist 18 and CXCR6 inh -3.
For CC1CC(C)(C)CC2(C1)NC(=O)N(CC(=O)NC1CCCc3ccccc31)C2=O (configuration not stated) the results were APJ antag 7, UBC13 inh -12, APJ ag -1, ATG4B inh 10, Gli-Sufu block 1, EBI2 block 9, CCR6 antagonist 3 and CXCR6 inh -4.
`CC(=O)c1cc2c(cc1NC(=O)Cc1ccsc1)OCO2` gave APJ antag -1, UBC13 inh 5, APJ ag 0, ATG4B inh 0, Gli-Sufu block -2, EBI2 block 3, CCR6 antagonist 2 and CXCR6 inh -4.
For CCOC(=O)c1c2c([nH]c(=S)c1C#N)CCCC2 the results were APJ antag -9, UBC13 inh -7, APJ ag 3, ATG4B inh 0, Gli-Sufu block 3, EBI2 block -5, CCR6 antagonist -6 and CXCR6 inh 0.
For COc1ccc(CNCCC(c2ccccc2)C2CCOC(C)(C)C2)cc1 (configuration not stated) the results were APJ antag -10, UBC13 inh -6, APJ ag -7, ATG4B inh -2, Gli-Sufu block 17, EBI2 block 10, CCR6 antagonist 21 and CXCR6 inh -7.
For CCOc1cc(C)c(Cl)cc1S(=O)(=O)N1CCCC1 the results were APJ antag 8, UBC13 inh 2, APJ ag -2, ATG4B inh 4, Gli-Sufu block 5, EBI2 block 8, CCR6 antagonist 14 and CXCR6 inh -5.
`Cc1cc(C)cc(NC(=O)N(CCC#N)Cc2cccs2)c1` gave APJ antag 4, UBC13 inh 9, APJ ag -4, ATG4B inh 2, Gli-Sufu block 22, EBI2 block -12, CCR6 antagonist 8 and CXCR6 inh -6.
For O=C(CSc1nnc(-c2cccnc2)n1Cc1ccccc1)N1CCOCC1 the results were APJ antag -4, UBC13 inh 0, APJ ag -5, ATG4B inh -3, Gli-Sufu block 4, EBI2 block -4, CCR6 antagonist -6 and CXCR6 inh -6.
Screening O=C(COC(=O)CNC(=O)c1ccc(Cl)cc1Cl)NC(=O)NCc1ccccc1 returned APJ antag 18, UBC13 inh -2, APJ ag -8, ATG4B inh -1, Gli-Sufu block 22, EBI2 block -1, CCR6 antagonist 3 and CXCR6 inh 9.
Cn1c(=O)c2c(ncn2CC(=O)Nc2nnc(Cc3ccccc3)s2)n(C)c1=O was read as APJ antag 27, UBC13 inh 7, APJ ag 0, ATG4B inh 0, Gli-Sufu block 2, EBI2 block -9, CCR6 antagonist -5 and CXCR6 inh -25.
CCCCNC(=O)C(CC)(ONc1ccccc1C(F)(F)F)c1ccccc1 (configuration not stated) was read as APJ antag -14, UBC13 inh -3, APJ ag 1, ATG4B inh -1, Gli-Sufu block 7, EBI2 block -10, CCR6 antagonist -4 and CXCR6 inh -10.
